tim23-1 inh – growth inhibitors of tim23-1 mutant yeast, primary screen, luminescence, uHTS; inhibition, % at 20 µM; S. cerevisiae tim23-1 growth, BacTiter-Glo luminescence, 24 h; actives 1.3% (n = 330,000);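 active = growth inhibition of the mutant yeast at or above 50%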;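 also: temperature-sensitive mutant grown at 25 °C; plate controls were DMSO-treated mutant yeast for no effect and medium wells lacking yeast for full effect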
GRIN3A LBD mod – binders of NR3A ligand-binding domain, primary screen, biophysical, differential scanning fluorimetry, uHTS; actives 2.5% (n = 340,000); Glutamate receptor ionotropic, NMDA 3A (GRIN3A) ligand-binding domain; AID 1259313, 2017; NR3A LBD differential scanning fluorimetry, Tm shift; 0% = protein alone, 100% = glycine-bound protein; Tm shift relative to glycine control, % at 25 µM;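 active = melting temperature shift of at least 10% of the positive control shift, at one fixed dose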
APJ agonist – agonists of human apelin receptor APJ, primary screen, CHO-K1 cells, PathHunter beta-arrestin, luminescence; 0% DMSO wells, 100% apelin; activation, % at 20 µM; actives 0.11% (n = 330,000); AID 2520, 2010;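 active = activation more than six SD over the plate average, tested at 20 µM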;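 also: 0% = DMSO alone and 100% = apelin-13 at 10 nM; some results filed as inactive read as strong as hits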
Target sequence (P35414 whole entry, looked up): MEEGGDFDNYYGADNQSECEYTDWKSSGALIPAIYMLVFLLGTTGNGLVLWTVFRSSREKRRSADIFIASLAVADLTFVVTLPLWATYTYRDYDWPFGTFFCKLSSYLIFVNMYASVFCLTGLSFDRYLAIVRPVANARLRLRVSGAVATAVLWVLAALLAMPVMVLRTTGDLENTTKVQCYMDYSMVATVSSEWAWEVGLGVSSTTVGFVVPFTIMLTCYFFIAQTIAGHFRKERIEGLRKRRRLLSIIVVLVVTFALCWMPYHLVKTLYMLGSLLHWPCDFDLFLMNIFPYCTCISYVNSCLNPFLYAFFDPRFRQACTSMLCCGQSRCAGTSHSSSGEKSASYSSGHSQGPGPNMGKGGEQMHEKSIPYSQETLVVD
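Incubation: overnight seeding, 90 min compound at 25 °C, 1 h detection; test system: PathHunter CHO-K1 APJ (AGTRL-1) beta-arrestin reporter cells; amount: 1000 cells/well; doses: one dose, 20 µM compound, 1% DMSO; measured by: beta-gal luminescence; measure: agonist-driven arrestin binding to APJ; benchmarks: negative DMSO alone, positive Apelin-13 at 10 nM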
TIM10 inh – growth inhibitors of isogenic TIM10 control yeast, primary screen, counter-screen for tim10-1 yeast inhibitor project, luminescence, uHTS; S. cerevisiae TIM10 strain growth, BacTiter-Glo luminescence, 24 h; inhibition, % at 10 µM; actives 1.4% (n = 330,000);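 active = inhibition of 40% or more at the single tested concentration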;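 also: wild-type TIM10 isogenic control strain grown at permissive 25 °C; 0% = DMSO yeast wells and 100% = minimal medium wells without yeast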
APJ antagonist – antagonists of human apelin receptor APJ, primary screen, CHO-K1 cells, beta-arrestin complementation, luminescence | P35414 | actives 0.32% (n = 330,000) | inhibition, % at 20 µM;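 active = inhibition above about 40% at 20 µM, limit read from the data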;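 also: cells challenged with 10 nM apelin-13 agonist together with compound; plate controls were apelin-13 plus DMSO wells for no effect and DMSO wells lacking apelin-13 for full effect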
tim10-1 inh – growth inhibitors of tim10-1 mutant yeast, primary screen, luminescence, uHTS; actives 2.2% (n = 330,000); S. cerevisiae tim10-1 ts strain growth, BacTiter-Glo, 24 h; inhibition, % at 20 µM; AID 463190, 2010;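 active = inhibition of at least 40%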;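 also: mutant grown at 25 °C; 0% = DMSO wells with yeast and 100% = wells holding no yeast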
NLRP3 yeast inh – NALP3 inflammasome inhibitors in reconstituted yeast, primary screen, luminescence, uHTS. actives 0.39% (n = 330,000). inhibition, % at 10 µM. Yeast reconstituted NLRP3/ASC/caspase-1, beta-gal luminescence, 24 h. AID 2825, 2010;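 active = inhibition of 50% or more; inactive = inhibition below 50%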;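 also: plate controls were induced DMSO wells for no effect and uninduced yeast grown without galactose for full effect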
MIN6 prolif – inducers of MIN6 beta-cell proliferation, primary screen, ATP luminescence, uHTS. MIN6 cells proliferation, ATPlite luminescence, 48 h; cells starved in 0.2% serum; 100% = growth in 10% serum. proliferation, % at 10 µM. AID 2380, 2010. actives 0.29% (n = 330,000);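 active = compounds whose signal lies at least 3.5 SD above the mean of all wells on their plate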;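 also: 0% = DMSO-treated cells in low-serum medium and 100% = 10% serum control; some compounds called inactive have numbers as strong as hits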
MPTP block – mitochondrial permeability transition pore inhibitors, primary screen, biochemical, isolated mouse mitochondria, absorbance | Ca2+ swelling absorbance, 30 min | inhibition, % at 10 µM | actives 1.4% (n = 360,000) | AID 602449, 2012;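 active = inhibition of 50% or more, scaled per plate between neutral and stimulator controls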;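 also: 0% = DMSO wells given calcium and 100% = 1 mM EGTA wells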
* marks the source's active call; other numbers are inactive results.

Fields: APJ agonist, NLRP3 yeast inh, GRIN3A LBD mod, MIN6 prolif, APJ antagonist, tim23-1 inh, tim10-1 inh, MPTP block, TIM10 inh
> O=c1n(-c2ccc(Br)cc2)cnn1-c1ncccc1[N+](=O)[O-]
→ -3.0, -7.3, -3.4, -2.5, -9.1, 5.4, 3.8, -3.1, 12.5
> Cc1cccc(N(CC(=O)O)CC(=O)O)c1
→ -3.9, -1.6, -1.9, 0.8, 12.5, -13.6, 8.7, 9.1, 1.9
> CCOC(=O)c1[nH]c(C)c(/C(O)=C2\C(=O)C(=O)N(CCN3CCOCC3)C2c2ccco2)c1C (stereo unspecified)
→ -1.2, 10.6, 5.0, -0.5, 0.9, 7.7, 5.1, -0.6, 2.4
> CCc1ccc(CNc2ccc3c(c2)ncn3C)cc1
→ -4.2, 8.2, 1.5, 2.0, -18.9, 14.9, 10.1, 5.3, 1.3
> CCOC(=O)C1CCCN(c2c(N3CCN(c4cccc(Cl)c4)CC3)c(=O)c2=O)C1 (stereo unspecified)
→ -2.6, 11.1, 2.9, -5.1, 19.0, 12.7, 2.7, -0.5, -8.5
> CC1(C)OC(=O)C=C[C@]2(C)[C@H]3CC[C@@]4(C)[C@H](c5ccoc5)OC(=O)[C@H]5O[C@]54[C@]3(C)C(=O)C[C@@H]12
→ -2.9, 1.0, 0.0, -1.8, -4.8, 5.6, -6.7, 0.1, 6.8
> CCOC(=O)CC(=O)CSc1nc2ccc(OC)cc2cc1C
→ 2.0, 23.0, -1.3, -2.6, -13.8, 24.9, 28.2, -0.7, 18.4
> CC(C)OC(=O)c1ccc(NC(=O)C2C3CC4OC(=O)C2C4C3)cc1 (stereo unspecified)
→ 1.6, -10.0, -0.4, -2.6, 8.3, 5.8, 18.0, -1.5, -6.1
> CCn1c(SCC(=O)Nc2nccs2)nnc1-c1ccccc1
→ -3.4, 4.2, 8.9, -0.8, 14.0, 16.9, 16.3, -0.7, 9.9
> Cc1ccc(S(=O)(=O)c2nc(S(C)(=O)=O)sc2NCc2ccc3c(c2)OCO3)cc1
→ -4.2, -0.3, 8.1, -1.5, 14.2, 18.3, 14.9, 1.1, 10.6
> CCOc1ccc(CCNC(=O)COC(=O)c2cc(S(=O)(=O)N3CCOCC3)ccc2F)cc1OCC
→ 4.3, 17.4, -2.0, -3.0, 4.0, 7.2, 18.8, -0.8, 7.2
> O=C(COc1ccc(Br)cc1CO)Nc1ccc(S(=O)(=O)N2CCCCC2)cc1
→ 1.3, 1.3, -0.3, -2.7, -12.9, 53.4*, 40.3*, 2.2, 39.2
> CCCCC(CC)Cn1c(O)c(/C=C2\C=NN=C2c2ccccc2)sc1=S (stereo unspecified)
→ -2.1, 18.0, 21.3*, -2.9, -7.2, 0.7, 8.2, 54.9*, 3.0
> N#CCN(C(=O)COC(=O)C1CC2CCCC(C1)C2=O)c1ccccc1 (stereo unspecified)
→ 11.0, 15.6, -3.2, -1.0, 2.0, 16.8, 16.2, 0.3, -0.2
> FC(F)(F)c1cccc(N2CCN(C3CC4CCC3C4)CC2)c1 (stereo unspecified)
→ -3.7, 7.7, 0.1, -2.1, 6.2, 1.9, -8.1, 1.6, -3.4
> Cc1c(/C(O)=C2\C(=O)C(=O)N(CCN(C)C)C2c2ccccc2)cnn1-c1ccccc1 (stereo unspecified)
→ -5.8, 10.0, 1.3, -1.1, 4.6, 6.6, 13.7, 1.6, 15.1
> Cc1nn(-c2ccccc2)c2c1C(c1ccc(F)cc1F)C(C#N)=C(N)O2 (stereo unspecified)
→ -2.9, -9.3, -2.5, -2.1, 16.9, 25.0, 15.1, 19.9, 9.6
> CCOc1cc(C2C(C#N)=C(N)Oc3n[nH]c(CC)c32)ccc1OCCN1CCOCC1 (stereo unspecified)
→ 2.2, 4.4, -0.4, 1.4, -20.3, 4.5, 13.3, -0.9, -3.6
> C=CCNC(=S)NNC(=O)c1ccco1
→ -2.6, 1.9, 0.0, -2.4, -0.6, -0.3, 8.9, -0.6, 7.2
> CC1CCCN(S(=O)(=O)c2ccc(NC(=O)CN3CCCCC3)cc2)C1 (stereo unspecified)
→ -3.5, 24.6, 0.7, -1.9, 21.5, 10.1, 11.6, 0.0, -15.3
> CCOc1cc(N2CCOCC2)c(OCC)cc1NS(=O)(=O)c1ccc(Cl)s1
→ 7.0, 2.6, -0.7, -1.6, 3.3, 12.4, 29.4, 0.7, 13.3
> CC1CCCN(C(=O)CN2C(=O)NC3(CCCCC3C)C2=O)C1 (stereo unspecified)
→ -6.4, 13.0, 1.7, 7.9, -17.6, -5.1, 0.2, -0.7, -3.1
> c1c(CC2CCCC2)nnn1C[C@H]1CC[C@@H]([C@@H]2CC[C@H](Cn3cc(CC4CCCC4)nn3)O2)O1
→ 0.4, 4.3, -2.5, 5.1, -49.3, 26.7, 17.5, -0.5, 10.7
> CCOC(=O)c1c(C)n(C)c2ccc(OCC(N)=O)cc12
→ 2.0, 10.6, 0.3, 2.2, -20.4, 12.0, 8.0, -0.4, 6.7
> CC(=O)Nc1ccc(/C=N/N2C(C)CCCC2C)cc1 (stereo unspecified)
→ -1.7, -5.6, -1.2, -2.3, -1.1, 6.1, 18.4, 0.0, -8.8
> CC(C)=CC(=O)Nc1ccccc1C(N)=O
→ -1.4, -0.3, -2.3, -1.0, 2.9, 9.9, 2.6, -1.0, 17.7
> Cc1ccccc1NNC(N)=S
→ 0.9, 13.5, -0.4, -2.1, -17.4, 29.0, 18.0, 1.0, 9.0
> Cc1ccccc1-n1c(=S)[nH]c2nc3c(cc2c1=O)COC(C)(C)C3
→ -5.0, -0.7, -1.2, 0.7, 1.3, 17.8, 10.5, 1.5, 3.8
> COc1ccc(C(=O)N2CCCC(Nc3ccc(F)cc3)C2)c(OC)c1 (stereo unspecified)
→ -5.3, 14.2, 13.1*, 6.9, -12.1, 18.9, 10.1, 1.1, 7.5
> CC[C@@]1(C(=O)OC)N[C@H](CN(C)S(=O)(=O)c2ccc(C(C)(C)C)cc2)[C@@H]2C(=O)N(C)C(=O)[C@@H]21
→ -3.3, -3.1, 1.2, 2.8, 2.9, 1.5, 2.6, 2.6, 0.3
> CN(c1ccc(OCC(=O)N2CCC(C(N)=O)CC2)cc1)S(=O)(=O)c1cccs1
→ -0.4, -2.8, -0.7, -2.3, -9.5, -2.7, 8.6, 0.7, -0.7
> Cc1c(C(=O)NCCN2CCOCC2)oc2ccc(Br)cc12
→ 4.6, 26.7, 1.7, 1.2, -53.3, 9.8, 0.7, 1.3, 13.1
> N/C(COc1ccccc1)=N\NS(=O)(=O)c1ccccc1
→ -7.3, 11.3, 2.0, -2.8, 21.7, 6.0, 11.6, -0.2, 4.6
> Cc1cc(C)cc(N(C(=O)CNC(=O)c2ccco2)C(C(=O)NC2CCCCC2)c2ccncc2)c1 (stereo unspecified)
→ -2.3, 12.3, -3.2, -3.2, -2.4, 4.7, -9.5, 1.7, 14.9
> COc1ccccc1C(=O)NC(=S)Nc1ccc(Cc2ccncc2)cc1
→ -2.8, 12.8, -22.4, -3.1, 0.9, 16.6, 22.9, 0.3, 15.5
> CN(C)S(=O)(=O)c1ccc(Cl)c(NC(=O)CN2CCNC(=O)C2)c1
→ -4.9, 1.3, -0.3, 0.0, -23.2, 16.6, -0.9, 0.7, -14.0
> O=C(NC(=S)Nc1ccc(S(=O)(=O)Nc2nccs2)cc1)c1ccc(Br)o1
→ -4.1, 20.5, -13.4, -1.1, 8.7, 4.1, -1.7, -0.8, 0.2
> O=C(CCC1CCCCC1)NCc1ccncc1
→ -2.6, 18.7, -0.3, -2.3, -0.7, 1.8, 14.0, -1.0, -11.9
> Fc1ccc(Cc2nnc(-c3cccs3)o2)cc1
→ -5.0, 5.8, 0.3, 0.4, -51.5, 3.9, 1.6, 0.5, 4.6
> CC(=O)Nc1cccc(OCc2ccc(S(=O)(=O)Cc3ccccc3)cc2)c1
→ -1.4, -0.4, -3.9, -2.4, 4.6, 16.9, 11.9, 6.8, 15.9
> O=C(O)c1c(C(=O)O)c(-c2ccc(Cl)c(Cl)c2)n2c1CSC2
→ -4.1, -1.7, -0.5, -2.0, 7.7, 12.7, 5.6, -0.1, -10.4
> O=C(Nc1ccccc1[N+](=O)[O-])c1cccc(N2C(=O)CCC2=O)c1
→ 9.9, 17.8, -1.2, -2.7, -54.5, 4.7, 24.7, -0.8, 1.5
> C=CCn1cnnc1SCC(=O)N(C)CC1COc2ccccc2O1 (stereo unspecified)
→ -1.1, 1.6, 0.4, 0.1, 2.3, -1.1, -8.8, -1.5, 4.5
> Nc1ccccc1C(=O)N=Nc1[nH]c(N)c2ccccc12
→ -2.5, 0.5, -9.5, -2.5, 7.3, -6.8, 9.8, 0.4, -1.8
> O=C(COC(=O)Cc1cn2ccsc2n1)NC12CC3CC(CC(C3)C1)C2
→ -9.2, -4.9, 2.1, -0.3, -1.2, 26.0, 21.8, -1.5, 9.9
> N#Cc1c(-c2ccc(Cl)cc2)c(C#N)c(=O)n(N)c1N
→ -3.8, -17.1, -1.7, -3.1, 18.0, -3.5, 10.8, -1.2, 7.0
> COc1ccc(/C=N\Nc2ncc(F)c(N3CCOCC3)n2)cc1OC
→ 4.5, 22.0, 1.5, -0.5, -1.7, 4.0, 20.8, 0.0, 11.6
> Cc1ccc(S(=O)(=O)N2CCCCC2C(=O)O)cc1 (stereo unspecified)
→ -1.6, -39.8, -1.8, -3.7, 16.2, 10.2, -9.5, -3.2, -2.0
> Cc1ccccc1OCC(O)Cn1c(N2CCCCC2)nc2c1c(=O)[nH]c(=O)n2C (stereo unspecified)
→ 0.5, -5.2, -1.6, 8.8, -1.6, 21.5, 24.9, 1.3, -3.2
> CCn1nc(C)c(CCC(=O)O)c1C
→ -3.6, 4.0, -3.7, 2.1, 1.8, -2.1, -3.2, -0.8, 6.7
> CC(C)(C)c1ccc(C(=O)NCc2nnc(SCC(=O)NCc3ccco3)o2)cc1
→ 10.5, 15.4, -0.4, -4.2, 5.0, 16.2, 15.5, -0.3, 10.9
> CC(=O)c1ccc(OCc2cc(C(=O)N3CC[C@@H]4CCCC[C@H]4C3)no2)cc1
→ -0.7, 32.7, 1.9, -7.2, -29.4, 27.0, 37.0, 0.9, 13.7
> CC(C)(C)c1cc(S(=O)(=O)CCc2ccccn2)cc(C(C)(C)C)c1F
→ -3.1, 1.4, -3.9, -3.6, 14.6, 60.1*, 47.8*, 1.1, 53.3*
> COc1cnn(-c2ccccc2)c(=O)c1SCc1ccc(Cl)c(Cl)c1
→ -4.0, 15.1, 0.7, -2.0, -6.0, 28.3, 39.4, 0.2, 0.0
> Cc1nc(SCC(=O)Nc2c(C)n(C)n(-c3ccccc3)c2=O)[nH]c(=O)c1Cc1ccccc1
→ -5.1, -8.1, -1.0, -0.9, 16.8, 1.8, -7.3, -0.5, -2.0
> CC1CCN(Cc2ccc(-c3nnn(CC(=O)NC4CCCCC4)n3)cc2)CC1
→ -3.8, 19.2, -0.6, -3.3, 0.8, 2.8, -4.6, -0.8, 3.2
> CS(=O)(=O)N(CC(=O)NCc1ccco1)c1ccc(Cl)cc1Cl
→ 0.6, 19.6, -0.9, -4.3, 6.1, 4.9, 7.9, -0.9, 7.5
